VEEV TC-83 Vero – inhibitors of VEEV TC-83 cytopathic effect, confirmation, Vero cells (AID 588727); 0.13% of 350,000 active; one-dose inhibition, % at 20 µM; IC50 in µM for titrated hits; Vero cells, VEEV TC-83 cytopathic effect inhibition; higher % means a stronger effect; in the data active = a potency from the dose series; inconclusive = inhibition mostly from about 14% at the one dose, without a potency; inactive = the rest, 99 in 100 with inhibition below about 12%; note: strong numbers were not always called active
Salmonella PhoP GFP – Inhibition of PhoP regulon, Salmonella typhi GFP reporter cells, confirmation, 4 h (AID 1850). inhibition, % at 50 µM, or IC50 in µM where a hit was titrated. Salmonella Typhi PhoP-promoter GFP reporter, fluorescence, 4 h; higher % means a stronger effect. 0.33% of 310,000 active; in the data active = a potency from the dose series; inconclusive = inhibition mostly from about 25% at the one dose, without a potency; inactive = the rest, 99 in 100 with inhibition below about 19%;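 note: 0% = induced wells with vehicle and 100% = uninduced wells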
M. tuberculosis – growth inhibition of non-replicating M. tuberculosis (AID 488890) | Mycobacterium tuberculosis non-replicating, growth inhibition; higher % means a stronger effect | inhibition, % at 25 µM; hits with a dose series show IC50 in µM | 0.39% of 320,000 active; in the data active = a potency from the dose series; inconclusive = inhibition mostly from about 82% at the one dose, without a potency; inactive = the rest, 99 in 100 with inhibition below about 76%;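 note: plate controls were DMSO cells for no effect and high antibiotic wells for full effect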
H1N1 NS1A inhibition – H1N1 influenza NS1A inhibitors, functional cell based assay (AID 504329). NS1A functional cell-based assay, percent inhibition; higher % means a stronger effect. inhibition, % at 12.5 µM, or IC50 in µM where a hit was titrated. 0.3% of 340,000 active; in the data active = a potency from the dose series; inconclusive = inhibition above about 27% without an active follow-up result; note: strong numbers were not always called active
M. tuberculosis HTS – M. tuberculosis growth inhibition, HTS (AID 449762). M. tuberculosis H37Rv growth inhibition, 7H9 media; higher % means a stronger effect. 0.59% of 330,000 active. inhibition, % at 25 µM, or IC50 in µM where a hit was titrated; in the data active = a potency from the dose series; inconclusive = inhibition above about 70% without an active follow-up result;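 note: bacterial growth assessed after seven days of incubation; strong numbers were not always called active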
VEEV TC-83 Vero 10K pilot screen – recorded beside VEEV TC-83 Vero, whose call it bears; inhibition, %; measured here: 10K pilot screen inhibition
The depositor's hits bear a star; i = inactive; ? = inconclusive; . = no result given.

SMILES | VEEV TC-83 Vero | Salmonella PhoP GFP | M. tuberculosis | H1N1 NS1A inhibition | M. tuberculosis HTS | others
CCN(Cc1ccccc1)C(=O)Cn1c(C(C)O)nc2ccccc21 (centres undefined) | 0.1% | 1% | 4% | -5% | -2%
O=C(Nc1ccc(C(=O)N2CCOCC2)cc1)Nc1cccc2ccccc12 | 2.2% | -19% | -3% | 3% | -2%
CN(/N=C/c1ccc(Br)o1)C1=NS(=O)(=O)c2ccccc21 | i | 7% | -18% | -9% | -2%
Cc1nn(CCc2nn[nH]n2)c2nc(-c3ccccc3)cc(C(F)(F)F)c12 | 3.3% | -8% | -2% | 12% | 3%
COc1ccc(C(=O)N2CC3(C)CC2CC(C)(C)C3)cc1OC (centres undefined) | i | -2% | -4% | -18% | -3%
COc1cc(/C=C2\SC(=S)N(CC(=O)O)C2=O)ccc1OC(=O)c1ccco1 | 2.1% | 4% | -4% | 8% | -2%
CCCN1Cc2cccc(C(=O)NCc3cccs3)c2C1=O | 0.2% | 0% | 17% | 2% | -1%
CCC(=O)Nc1ccc(C(=O)N/N=C/c2ccccc2[N+](=O)[O-])cc1 | i | 1% | 13% | 10% | 4%
COc1ccc(-c2csc(N(Cc3ccco3)C(=O)c3cccs3)n2)cc1 | 5.9% | -5% | 8% | -24% | 6%
CCOC(=O)C1CCN(C(=O)c2cc3c(ccc4ccccc43)o2)CC1 | 3.2% | -4% | 35% | -2% | 0%
O=C(CCS(=O)(=O)c1cc2c(cc1Cl)NC(=O)CO2)NCc1ccc(F)cc1 | 0.8% | -9% | -22% | 0% | -7%
CC(C)NC(=O)N(C)C[C@H]1Oc2c(NS(=O)(=O)c3ccc(F)cc3)cccc2C(=O)N([C@H](C)CO)C[C@@H]1C | 2.9% | . | 0% | -14% | 5%
CN(C)CCCN(C(=O)COc1ccc(Cl)cc1)c1nc2c(F)cccc2s1 | i | 9% | 4% | -12% | 5%
COc1ccc(NC(=O)COc2ccc(N(C)S(=O)(=O)c3ccc(C)cc3)cc2)cc1 | 2.0% | -5% | -8% | 5% | -11%
CCN(CC)CC(=O)NC1CC(C)(C)Cc2c1cnn2-c1ccc(F)cc1 (centres undefined) | i | 4% | -8% | -13% | 7%
CCSc1nnc(NC(=O)c2ccc3nc[nH]c3c2)s1 | 2.4% | . | 5% | 0% | 6%
CCN(Cc1ccccc1)C(=O)c1ccc(CS(=O)c2ccccc2C)o1 (centres undefined) | 0.5% | -8% | 10% | 8% | -9%
COc1ccccc1NC(=O)COC(=O)C1CC2C=CC1C2 (centres undefined) | 0.8% | 6% | 21% | 9% | 11%
Cc1ccc2nc(/C(C#N)=C\c3cc(C)n(-c4cccc([N+](=O)[O-])c4)c3C)[nH]c2c1 | 1.8% | 4% | 69% | 21% | ?
O=C(NC1CCN(C(=O)Nc2cccc(F)c2)CC1)c1ccco1 | 2.0% | -7% | -20% | -5% | -1%
COCCN1CN=C(Nc2nc3ccccc3s2)NC1 | 0.4% | -3% | 14% | -6% | -3%
Cc1ccc(NC(=O)CCC(=O)Nc2nnc(C3CCCCC3)s2)cc1 | 1.5% | -28% | . | 7% | -5%
CCn1c(SCC(=O)c2ccccc2)nnc1-c1ccoc1C | 0.3% | -7% | 27% | 6% | -3%
COc1ccccc1C1N(c2ccc(F)cc2)C(=O)C2CCCN21 (centres undefined) | 2.6% | -11% | 5% | -6% | -5%

In the list so far, these contain a furan ring, fused or not.
SMILES | VEEV TC-83 Vero | Salmonella PhoP GFP | M. tuberculosis | H1N1 NS1A inhibition | M. tuberculosis HTS | others
CN(/N=C/c1ccc(Br)o1)C1=NS(=O)(=O)c2ccccc21 | i | 7% | -18% | -9% | -2%
COc1cc(/C=C2\SC(=S)N(CC(=O)O)C2=O)ccc1OC(=O)c1ccco1 | 2.1% | 4% | -4% | 8% | -2%
COc1ccc(-c2csc(N(Cc3ccco3)C(=O)c3cccs3)n2)cc1 | 5.9% | -5% | 8% | -24% | 6%
CCOC(=O)C1CCN(C(=O)c2cc3c(ccc4ccccc43)o2)CC1 | 3.2% | -4% | 35% | -2% | 0%
CCN(Cc1ccccc1)C(=O)c1ccc(CS(=O)c2ccccc2C)o1 (centres undefined) | 0.5% | -8% | 10% | 8% | -9%
O=C(NC1CCN(C(=O)Nc2cccc(F)c2)CC1)c1ccco1 | 2.0% | -7% | -20% | -5% | -1%
CCn1c(SCC(=O)c2ccccc2)nnc1-c1ccoc1C | 0.3% | -7% | 27% | 6% | -3%

(more compounds)
SMILES | VEEV TC-83 Vero | Salmonella PhoP GFP | M. tuberculosis | H1N1 NS1A inhibition | M. tuberculosis HTS | others
COc1cccc(-c2nc3ccccc3c(=O)n2NC(=O)c2cccnc2Cl)c1 | 0.6% | -3% | -24% | -4% | -3%
COc1ccc(CN(C)CC(O)COc2ccc(-c3ccccc3)cc2)cc1OC (centres undefined) | 0.5% | 8% | 79% | 4% | 16%
Cc1ccc(C)c(N2CCN(C(=O)CCc3nc(-c4cccc(C(F)(F)F)c4)no3)CC2)c1 | 3.5% | . | . | -7% | .
CCn1cc(C2=NC(c3ccccc3)CO2)c2ccccc21 (centres undefined) | 4.0% | 1% | 1% | 4% | -12%
Cc1ccc(CSCCNC(=O)CSc2ccccc2)cc1 | 0.8% | -8% | 73% | -1% | -7%
Cc1ccc(C(=O)OCC(=O)N(CC(C)C)c2c(N)n(Cc3ccccc3)c(=O)[nH]c2=O)cc1[N+](=O)[O-] | 3.1% | -4% | -8% | -6% | -1%
CC(C)CN(C(=O)c1ccc(-n2cncn2)c([N+](=O)[O-])c1)C1CCS(=O)(=O)C1 (centres undefined) | 0.2% | 5% | -7% | -4% | -11%
Cc1ccc(-c2nn3cnnc3c3ccccc23)cc1 | 0.0% | -14% | 1% | 9% | 6%
CN(C(=O)c1nn(C)c2c1CSc1ccccc1-2)c1ccccc1Cl | 3.0% | -1% | 24% | 5% | 13%
CN(CC1CCOCC1)C(=O)CC1C(=O)NCCN1Cc1ccccc1F (centres undefined) | 1.0% | -4% | -6% | -9% | -10%
COc1ccc(-c2nnc(SCC(=O)Nc3ccc4c(c3)OCCO4)n2N)cc1OC | 3.1% | -14% | 10% | -3% | 6%
COc1ccccc1N/C(=N/S(=O)(=O)c1ccc(Cl)cc1)c1ccccc1 | i | 1% | 16% | 4% | -4%
CCn1nc(C(=O)NNC(=O)CCOc2cc(C)ccc2C)c2ccccc2c1=O | 3.4% | -9% | -14% | -8% | -20%
Cc1cccc(NS(=O)(=O)c2ccc3[nH]c(=O)cc(C(=O)OC(C)C(=O)Nc4ccc([N+](=O)[O-])cc4)c3c2)c1 (centres undefined) | 0.4% | 8% | -1% | -10% | 3%
C=CCNC(=O)c1c(CSc2ccc(Cl)cc2)noc1C(=O)NCCC | 0.7% | -15% | -3% | 4% | 5%
O=c1c2ccccc2nc(-c2ccccc2)n1-c1cccnc1 | 1.2% | 8% | -8% | 0% | -9%
COC(=O)c1cscc1NC(C)=O | 0.3% | 11% | -14% | -5% | -5%
O=C(OCCCc1cc2ccccc2c(=O)o1)N1CCOCC1 | i | . | -18% | -5% | 1%
Cc1cc(C(=O)N2CCC(C)CC2)on1 | 2.0% | -5% | 20% | -11% | -7%
COC1CCN(C(=O)CC2C(=O)NCCN2CC(C)(C)C)CC1 (centres undefined) | 0.6% | 4% | 13% | -3% | 1%
Cc1cccc(NC(=O)c2cc(S(=O)(=O)N3CCCCC3)ccc2Cl)n1 | 1.3% | . | . | -15% | .
CCCCn1c(CNC(=O)Cc2ccccc2)nc2ccccc21 | 0.1% | -3% | 20% | 2% | 0%
CC(C)OC(=O)c1cccnc1SCC(=O)N(C)c1ccccc1 | 2.3% | 6% | 17% | -16% | 0%
Cc1ccc(Cl)cc1NC(=O)CN1C(=O)NC(C)(C2CC2)C1=O (centres undefined) | 3.8% | . | 15% | -1% | -1%
Cc1ccc(CC(=O)OCC(=O)NC2CCCC(C)C2C)cc1C (centres undefined) | 0.2% | -6% | 28% | 15% | -5%
Cn1c(=NC(=O)CCS(=O)(=O)c2ccccc2)sc2cc(F)ccc21 | 1.4% | 1% | 9% | -1% | 1%
O=c1cnnc(Nc2cccc(C(F)(F)F)c2)[nH]1 | 1.0% | -9% | -10% | -12% | -1%
O=C(CSc1nncn1-c1ccccc1)NC1CCCCC1 | 1.2% | -2% | -17% | -8% | -2%
Cc1cc(OCc2cc(C(=O)NCc3cc(C(C)C)no3)no2)cc(C)c1Cl | 0.2% | 10% | 2% | 11% | 6%
Cc1ccc(C)c(NS(=O)(=O)c2ccc(-c3ccc(=O)[nH]n3)o2)c1 | 0.1% | 0% | -2% | -1% | 5%
CCOc1ccc(S(=O)(=O)N2CCOCC2)cc1[N+](=O)[O-] | 3.1% | 0% | -3% | -13% | -5%
CCN(CC)C(=O)c1sc(N)c(C#N)c1C | 1.5% | -15% | 4% | -30% | 0% | VEEV TC-83 Vero 10K pilot screen=1.5
Cc1ccccc1OCCC(=O)OCC(=O)NNC(=O)c1cccs1 | 1.9% | . | i | -4% | -5%
COC(=O)CCC(=O)Nc1ccc(S(=O)(=O)Nc2nc(C)cc(C)n2)cc1 | i | -6% | -3% | -1% | 0%
COC(=O)c1ccc(N(CC(=O)NC2CCCC2)C(=O)c2ccc(C)s2)cc1 | i | 7% | 3% | 5% | 7%
COc1ccc(CNS(=O)(=O)CCNC(=O)c2cccc(OC)c2)cc1 | 0.9% | 4% | -1% | -14% | -2%
COc1ccc(CN2CCCC(N3CCN(c4ccc(OC)cc4)CC3)C2)cc1 (centres undefined) | i | 5% | ? | 9% | -8%
Cc1ccnn1-c1ccc(C(=O)OCC(=O)Nc2ccc(F)cc2)cc1 | 1.0% | . | . | -3% | .
Cc1cc(C(=O)Nc2cccnc2)cs1 | 0.4% | -2% | 2% | 3% | 5% | VEEV TC-83 Vero 10K pilot screen=0.2
O=C(N/N=C\c1ccc(Cl)s1)c1ccc(Cn2cccn2)o1 | 0.3% | -14% | 16% | 5% | -11%
NS(=O)(=O)c1ccc(CNC(=O)c2ccc3ccccc3n2)cc1 | 3.4% | 6% | -2% | 14% | 8%
O=C1CC(C(=O)Nc2ccccc2)S/C(=N\N=C\c2ccco2)N1 (centres undefined) | 1.0% | 7% | 10% | -7% | -1%
Cc1ccccc1-n1ncc2c1CC(C)(C)CC2NC(=O)CCCN1CCCC1=O (centres undefined) | 2.0% | -2% | -1% | -1% | -1%
NC(=O)[C@H]1CC2(CC(c3cccc(NC(=O)COc4ccc(Cl)cc4)c3)=NO2)CN1C(=O)CC(c1ccccc1)c1ccccc1 (some centres undefined) | i | -20% | 29% | -4% | 14%
CCOC(=O)c1nnn(-c2nonc2N)c1CN1CCc2ccccc2C1 | i | -4% | 6% | -8% | -2%
O=C(Nc1ccc(F)c(F)c1)c1oc2ccccc2c1NC(=O)C1CCCO1 (centres undefined) | 2.3% | 1% | -1% | -5% | 3%
CC1CCN(C(=O)c2ccc(NS(C)(=O)=O)cc2)CC1 | 1.5% | -1% | 8% | -6% | 5%
CCOC(=O)C1(Cc2ccc(OC)cc2)CCN(C(=O)C2=CCCC2)CC1 | i | 6% | 1% | -6% | 8%
CC(C)C(=O)NCC(c1cccs1)S(=O)(=O)c1ccc(F)cc1 (centres undefined) | i | -6% | 0% | -3% | -4%
Cc1c(Cl)cccc1NC(=O)Nc1cccnc1 | 2.4% | -4% | -7% | -2% | 6%
O=[N+]([O-])c1ccc(O)c(Nc2ncnc3ccccc23)c1 | 1.2% | 11% | -8% | -3% | 9%
Cc1ccc2nc(N(CCCN(C)C)C(=O)c3ccc(S(=O)(=O)N4CCOCC4)cc3)sc2c1 | 0.3% | -7% | -9% | 11% | -6%
Nc1c(C(=O)NCc2ccccc2)nnn1Cc1cccc(Cl)c1 | 6.3% | -7% | 9% | 2% | -13%
COc1cc(SC)ccc1C(=O)Nc1cccc(S(=O)(=O)NC2=NCCCCC2)c1 | 8.6% | 6% | 21% | -3% | 54%
CC1=CC(C)[C@@H]2COC(c3ccc(O)cc3)[C@H]1C2C (some centres undefined) | 2.0% | -13% | 0% | 21% | 3%
CCOC(=O)C(Oc1ccc(=O)n(-c2ccccc2)n1)C(C)=O (centres undefined) | 0.6% | 5% | 1% | -12% | 5%
Cc1nc(-c2ccc(-n3nncc3-c3ccco3)cc2)cs1 | 5.6% | 6% | . | -7% | 3%

Screens deposited in PubChem BioAssay by Southern Research Specialized Biocontainment Screening Center.
